High-throughput results deposited in PubChem by several laboratories.
FID counter: counter-screen for HCV NS3 helicase inhibitors: DNA intercalator displacement; inhibition, % at 7.9 µM; AID 1845; 290,000 compounds, 0.17% hits; DNA fluorescent intercalator displacement, fluorescence; in the data active = inhibition above about 37%;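 also: 0% = vehicle and 100% = reference compound; higher means more ethidium bromide displaced from hairpin DNA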
MEKK2mut PB1 HTS: signal of MEK5 binding to mutant human MEKK2 PB1 domain | bead flow cytometry, Alexa488-MEK5 binding to MEKK2 mutant | percent response, % at 10 µM | 290,000 compounds, 0.35% hits | AID 1530; in the data active = percent response above about 24%, passing the limit was not always enough; also: inactives centre near 1; some results filed as inactive read as strong as hits
IMP-1 inh: blocks Pseudomonas aeruginosa IMP-1 metallo-beta-lactamase | purified IMP-1, nitrocefin hydrolysis, epi-absorbance fluorescence | inhibition, % at 5.6 µM | 290,000 compounds, 0.45% hits | AID 1556;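 active = inhibition above the mean plus 3 SD of all compounds in the same screening run, cut at about 4.5% in these data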;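 also: 0% = IMP-1 with DMSO and 100% = DMSO wells lacking enzyme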
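assay system = purified recombinant IMP-1 metallo-beta-lactamase enzyme | schedule = 15 min preincubation plus 25 min reaction at 25 °C | signal = Epi-absorbance fluorescence, 480 nm excitation, 530 nm emission | read-out basis = percent inhibition from optical density relative to buffer-blank wells | controls = IMP-1 with DMSO as 0%, enzyme-free DMSO as 100%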
HCV NS3 hel inh: HCV NS3 helicase inhibition; 290,000 compounds, 0.56% hits; NS3 helicase DNA unwinding, Cy5 molecular beacon fluorescence; inhibition, % at 10.9 µM;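 active = inhibition above the mean of all tested compounds plus 3 SD, set per campaign, cut at about 35% in these data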;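 also: 0% = DMSO wells and 100% = thioflavine S control wells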
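Test system: hepatitis C virus NS3 helicase domain fragment enzyme. Also added: annealed dual-labelled DNA beacon duplex, ATP-started. Timing: 60 min unwinding reaction at 25 °C after ATP addition. Technique: Cy5 fluorescence. Measure: % inhibition of unwinding.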
MEKK2 WT-MEK5: raises or lowers MEK5 binding to wildtype human MEKK2 PB1 domain; bead flow cytometry, Alexa488-MEK5 binding to MEKK2 WT; actives lie on both sides; binding response (% of control), % at 10 µM; 290,000 compounds, 1.1% hits; Q9Y2U5; in the data active = binding response below about 67% or above about 130%
VIM-2 inh: blocks Pseudomonas aeruginosa VIM-2 metallo-beta-lactamase; inhibition, % at 5.6 µM; 290,000 compounds, 0.89% hits; AID 1527; purified VIM-2, nitrocefin hydrolysis, epi-absorbance fluorescence;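 active = inhibition above the mean of all tested compounds plus 3 SD, cutoff set per screening run, cut at about 7.5% in these data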;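 also: red hydrolysis product quenches plate fluorescence so inhibitors raise well fluorescence; 0% = enzyme with DMSO and 100% = DMSO without enzyme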
UBC9 SUMO inh: SUMOylation inhibition. inhibition, % at 35 µM. 290,000 compounds, 0.36% hits. HTRF SUMOylation assay, SAE1/SAE2 + UBC9, in vitro. P63279. AID 2006; in the data active = inhibition above about 50%, passing the limit was not always enough; also: strong numbers were not always called active
Target sequence (P63279 whole entry, looked up): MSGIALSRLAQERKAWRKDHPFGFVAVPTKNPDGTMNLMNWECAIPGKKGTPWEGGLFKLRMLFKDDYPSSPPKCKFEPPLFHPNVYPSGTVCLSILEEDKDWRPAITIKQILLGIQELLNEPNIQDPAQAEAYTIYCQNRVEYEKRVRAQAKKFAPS
PfM18AAP inh: blocks P. falciparum M18 aspartyl aminopeptidase. recombinant PfM18AAP, H-Glu-NHMec fluorogenic cleavage. inhibition, % at 7.35 µM. 290,000 compounds, 1.2% hits;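 active = inhibition above the campaign mean inhibition over all tested compounds plus 3 SD, cut at about 28% in these data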;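 also: 0% = plate median of test compound wells and 100% = 2 mM ZnCl2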
NALP1 inh: blocks the NALP1 inflammasome reconstituted in yeast | S. cerevisiae NALP1/ASC/caspase-1 growth, X-gal OD620, 72 h | inhibition, % at 10 µM | 280,000 compounds, 0.61% hits | AID 2071; in the data active = inhibition mostly above about 24%, no sharp cut-off; inactive = mostly below about 32%; also: some compounds called inactive have numbers as strong as hits
* hit, by the source's call; · = not tested or not shown.

cpd	SMILES	FID counter	MEKK2mut PB1 HTS	IMP-1 inh	HCV NS3 hel inh	MEKK2 WT-MEK5
1	CCCCCCOc1ccc(CN2CCN(C)CC2)cc1	15	11	-2.3	-29	120
2	CCOc1ccc(-n2c(-c3cccs3)nc3ccccc3c2=O)cc1	-3	-7	-2.4	0	92
3	CNC(=O)Oc1cccc(-c2cn3cc(OC(=O)NC)ccc3n2)c1	-4	5	-0.8	7	103
4	CCCCCCCCN=Cc1c(O)[nH]c(=O)[nH]c1=O	1	-3	-0.6	4	99
5	Cn1c(O)c(/C=C2/C=CC=N2)c(=O)[nH]c1=O	-1	-1	-1.7	-12	93
6	C[C@]12C=CC(=O)C=C1CC[C@@H]1C2CC[C@]2(C)OC(=O)CCC12 (stereo not given in full)	-10	6	-2.0	-4	105
7	O=C(O)c1sc2cc(Cl)ccc2c1Cl	-3	17	-2.4	12	103
8	COC(=O)C(O)(c1ccc(N(C)C)cc1)C(F)(F)F (stereo not given)	-2	1	-4.1	-8	105
9	O=[N+]([O-])c1cc(F)c(N2CCCCC2)cc1Br	0	-2	-1.1	0	88
10	COc1ccccc1N1C(=O)NC(=O)/C(=C/c2ccc3c(c2)Cc2ccccc2-3)C1=O	-11	-5	-0.1	12	88

cpd	VIM-2 inh	UBC9 SUMO inh	PfM18AAP inh	NALP1 inh
1	-3.9	17	0	5
2	-4.3	17	3	3
3	-1.5	27	31*	18
4	-0.5	-5	4	·
5	-1.1	6	-3	18
6	-1.8	20	-6	10
7	-1.8	10	1	-5
8	-6.2	-4	8	-1
9	-0.4	-11	6	·
10	-0.4	20	4	44

cpd	SMILES	FID counter	MEKK2mut PB1 HTS	IMP-1 inh	HCV NS3 hel inh	MEKK2 WT-MEK5
11	COCCNC(=O)c1c(N)n(Cc2ccco2)c2nc3ccccc3nc12	0	-2	-1.1	7	97
12	ClC1=CCC2CN(CCN3CCCCC3)CC2C1 (stereo not given)	·	1	·	·	106
13	CCC[N+]12CCC(CC1)C(C(O)(c1ccccc1)c1ccccc1)C2 (stereo not given)	1	-2	-2.9	3	99
14	Oc1cc2c(cc1CN1CCN(c3ccc(F)cc3)CC1)OCO2	-2	1	-3.6	-5	103
15	CCCCn1c(O)c(C=NC2CC3CCC2(C)C3(C)C)c(=O)[nH]c1=O (stereo not given)	-21	-7	-2.7	-3	91
16	COc1ccc(C2SCC(=O)Nc3c2c(C)nn3C2CCOC(C)(C)C2)cc1OC (stereo not given)	-19	-3	-2.0	-5	96
17	COc1cc2c(c(OC)c1OC)-c1ccc(O)c(=O)cc1C(NC(C)=O)CC2 (stereo not given)	-12	3	-1.7	-2	103
18	Cn1c(O)c(/C=N/c2ncccn2)c(=O)n(C)c1=O	-3	3	-2.1	-1	101
19	CC(NC1=NCCS1)c1ccccc1 (stereo not given)	0	-3	-1.0	4	97
20	COc1ccc(CCNC2CCCCCC2)cc1	7	4	-0.7	-4	106

cpd	VIM-2 inh	UBC9 SUMO inh	PfM18AAP inh	NALP1 inh
11	-3.0	38	0	6
12	·	-7	·	2
13	-2.5	13	-2	-11
14	-1.8	1	13	-13
15	-3.0	-4	0	35
16	-1.3	6	-1	17
17	1.1	-6	12	10
18	0.0	6	-2	-7
19	-1.7	-7	0	14
20	-0.5	-8	-4	16

cpd	SMILES	FID counter	MEKK2mut PB1 HTS	IMP-1 inh	HCV NS3 hel inh	MEKK2 WT-MEK5
21	N#CC(C#N)=C(C#N)c1ccc(Nc2ccccc2)cc1	-6	1	-3.5	11	93
22	CN1CCN(Cc2ccccc2C(F)(F)F)CC1	1	-1	-2.8	7	92
23	COc1ccccc1CCNC(=O)CCC(=O)N1CC2C[C@@H](C1)Cn1c2cccc1=O	-17	-1	-1.0	-11	103
24	NC(=O)CN1C2CCC1CC(NC(=O)C1CC1)C2 (stereo not given)	2	-1	-0.8	0	94
25	CCCn1c(C)cc(C=O)c1C	1	-3	-3.2	-3	96
26	C=CCC1(CN2CCCC2=O)C(=O)NC(=O)NC1=O	3	3	-0.5	4	103
27	CCCNC1=C(C)C(=O)C2=C(C1=O)C(COC(N)=O)[C@]1(OC)C3NC3CN21 (stereo not given in full)	-6	1	-2.0	15	95
28	O=C1NC(=O)C(=Cc2ccc(N3CCOCC3)o2)C(=O)N1	0	-2	-7.1	-9	100
29	O=c1[nH]c(=S)n(C2CC2)c(O)c1C=NCc1cccnc1	1	-1	-3.0	0	102
30	Cn1c(O)c(/C=C2\C=c3ccccc3=NC2=O)c(=O)n(C)c1=O	-2	3	-1.6	6	104

cpd	VIM-2 inh	UBC9 SUMO inh	PfM18AAP inh	NALP1 inh
21	-6.1	9	1	-11
22	-4.0	26	-10	24
23	-2.8	3	-2	-13
24	0.8	4	-6	14
25	-0.4	2	5	-5
26	-0.7	7	-5	9
27	0.5	33	6	14
28	-3.1	16	11	14
29	-0.9	22	-4	·
30	-2.3	32	2	-10

Structures above that have a furan ring, fused or not:
cpd	SMILES	FID counter	MEKK2mut PB1 HTS	IMP-1 inh	HCV NS3 hel inh	MEKK2 WT-MEK5
11	COCCNC(=O)c1c(N)n(Cc2ccco2)c2nc3ccccc3nc12	0	-2	-1.1	7	97
28	O=C1NC(=O)C(=Cc2ccc(N3CCOCC3)o2)C(=O)N1	0	-2	-7.1	-9	100

cpd	VIM-2 inh	UBC9 SUMO inh	PfM18AAP inh	NALP1 inh
11	-3.0	38	0	6
28	-3.1	16	11	14

(next part)
cpd	SMILES	FID counter	MEKK2mut PB1 HTS	IMP-1 inh	HCV NS3 hel inh	MEKK2 WT-MEK5
31	CCN1CC2C3CCC(C)(O3)C2C1 (stereo not given)	-2	11	-1.2	-3	79
32	Cc1cc(C)nc(NC2=NCCS2)n1	-3	1	-2.0	-4	101
33	Cc1ccc2[nH]c3c(c2c1)CN(C(=O)CN1C[C@H]2C[C@@H](C1)c1cccc(=O)n1C2)CC3	-28	-2	0.0	12	98
34	CCCCn1c(O)c(C(C)=NC(C)c2ccccc2)c(=O)[nH]c1=O (stereo not given)	-30	5	-4.2	2	97
35	O=[N+]([O-])c1ccc(N2CCCCC2)c2ncccc12	7	-5	-2.6	1	90
36	COC(=O)C(O)(c1ccc(NC(=S)NC(=O)c2ccc(Cl)cc2Cl)cc1)C(F)(F)F (stereo not given)	-17	3	-3.2	4	106
37	CCC1(C(=O)c2ccccc2)C2c3ccccc3OC(=O)C21C(C)=O (stereo not given)	-10	-11	-2.5	9	90
38	CCCc1cc(=O)oc2cc(OCC(=O)N3CCN(Cc4ccc5c(c4)OCO5)CC3)ccc12	-15	6	-3.7	-10	99
39	O=[N+]([O-])c1cnc2ccc3ccccc3c2c1	1	6	-1.8	6	93
40	COC(=O)C1C2c3ccccc3OC1(C)N=c1s/c(=C/c3cn(C)nc3C)c(=O)n12 (stereo not given)	-31	2	-1.7	-7	99

cpd	VIM-2 inh	UBC9 SUMO inh	PfM18AAP inh	NALP1 inh
31	-1.5	11	0	23
32	1.2	3	-8	5
33	2.4	28	4	2
34	-3.5	-14	0	3
35	0.1	14	3	0
36	-3.4	-17	-1	24
37	-1.2	23	-13	27
38	5.0	-12	-2	20
39	0.9	2	6	-14
40	-2.5	-5	-3	-11

Full records, looked up by structure. Screens in order: FID counter | MEKK2mut PB1 HTS | IMP-1 inh | HCV NS3 hel inh | MEKK2 WT-MEK5 | VIM-2 inh | UBC9 SUMO inh | PfM18AAP inh | NALP1 inh
Cc1ccc2[nH]c3c(c2c1)CN(C(=O)CN1C[C@H]2C[C@@H](C1)c1cccc(=O)n1C2)CC3 is entered as -28 | -2 | 0.0 | 12 | 98 | 2.4 | 28 | 4 | 2
O=[N+]([O-])c1ccc(N2CCCCC2)c2ncccc12 is entered as 7 | -5 | -2.6 | 1 | 90 | 0.1 | 14 | 3 | 0

More compounds follow:
cpd	SMILES	FID counter	MEKK2mut PB1 HTS	IMP-1 inh	HCV NS3 hel inh	MEKK2 WT-MEK5
41	COc1ccc(N2CCN(CCc3ccncc3)CC2)cc1	-5	2	-0.8	-2	99
42	CC12CN3CCN(C1)CC(C)(C3)C2=NN	-4	-4	-4.0	7	102
43	Cc1ccc(NC(=O)c2snnc2C)cc1Cl	5	-1	-0.7	2	99
44	Cc1ccc(/C=C2/Sc3ccc(C(=O)N4CCC5(CC4)OCCO5)cc3NC2=O)cc1	-42	1	-1.3	-9	92
45	C[C@]12CC[C@H]3C(CCC4(O)CC(O)CC[C@]34C=O)C1=CC[C@H]2c1ccc(=O)oc1 (stereo not given in full)	-25	7	-2.6	9	108
46	O=C(Cc1ccccc1)N1CCN(Cc2cccnc2)CC1	7	13	-1.6	2	107
47	Cc1ccc(-n2nc(C)c(C3C(C#N)=C(N)Oc4c3c(=O)oc3ccccc43)c2Cl)cc1 (stereo not given)	-8	·	-0.3	-9	·
48	c1ccc2c3c([nH]c2c1)CNCC3	-5	2	-1.5	2	104
49	COC(=O)CC1NC2CCCCC2NC1=O (stereo not given)	-2	9	-4.9	2	113
50	COc1cccc(C(=O)C2CCCN(Cc3ccc4nonc4c3)C2)c1 (stereo not given)	-1	-12	-2.9	-7	98

cpd	VIM-2 inh	UBC9 SUMO inh	PfM18AAP inh	NALP1 inh
41	0.0	18	2	21
42	-1.6	12	-2	3
43	-0.3	-20	-1	-4
44	0.8	18	1	14
45	1.1	10	-2	9
46	-2.3	42	19	-3
47	1.2	-22	-4	30
48	-0.5	36	-7	21
49	-4.9	5	0	20
50	0.6	-14	3	-1

Looked up by structure from the list above, 7 records:
cpd	SMILES	FID counter	MEKK2mut PB1 HTS	IMP-1 inh	HCV NS3 hel inh	MEKK2 WT-MEK5
43	Cc1ccc(NC(=O)c2snnc2C)cc1Cl	5	-1	-0.7	2	99
41	COc1ccc(N2CCN(CCc3ccncc3)CC2)cc1	-5	2	-0.8	-2	99
42	CC12CN3CCN(C1)CC(C)(C3)C2=NN	-4	-4	-4.0	7	102
47	Cc1ccc(-n2nc(C)c(C3C(C#N)=C(N)Oc4c3c(=O)oc3ccccc43)c2Cl)cc1 (stereo not given)	-8	·	-0.3	-9	·
46	O=C(Cc1ccccc1)N1CCN(Cc2cccnc2)CC1	7	13	-1.6	2	107
48	c1ccc2c3c([nH]c2c1)CNCC3	-5	2	-1.5	2	104
49	COC(=O)CC1NC2CCCCC2NC1=O (stereo not given)	-2	9	-4.9	2	113

cpd	VIM-2 inh	UBC9 SUMO inh	PfM18AAP inh	NALP1 inh
43	-0.3	-20	-1	-4
41	0.0	18	2	21
42	-1.6	12	-2	3
47	1.2	-22	-4	30
46	-2.3	42	19	-3
48	-0.5	36	-7	21
49	-4.9	5	0	20

Further results follow.
cpd	SMILES	FID counter	MEKK2mut PB1 HTS	IMP-1 inh	HCV NS3 hel inh	MEKK2 WT-MEK5
51	O=C1NC(=S)NC(=O)C1=Cc1ccc(Br)s1	6	-5	7.1*	45*	90
52	O=[N+]([O-])c1ccc(NCCCN2CCOCC2)c2ncccc12	8	-9	-1.6	0	80
53	CN(C)C(=O)Oc1ccc(-c2cn3cc(Cl)ccc3n2)cc1	-23	-2	-2.4	0	93
54	Cc1cc(C)c(NC2=NCCCS2)c(C)c1	2	4	-3.7	1	104
55	O=C1CN(C(=O)COC(=O)Cc2ccccc2)c2ccccc2N1	-7	-4	-2.5	-3	97

cpd	VIM-2 inh	UBC9 SUMO inh	PfM18AAP inh	NALP1 inh
51	2.8	14	13	2
52	-3.0	15	1	-3
53	0.5	26	-5	9
54	-1.3	4	1	24
55	1.6	16	0	0

Only part of the results is shown. The share of hits here may be higher or lower than overall.
